# PrPC TRFRET – reduces human prion protein on the cell surface; P04156; cell surface PrPC, TR-FRET read-out; inhibition, % at 13.8 µM; actives 0.43% (n = 370,000); AID 720596; in the data active = inhibition above about 24%; also: 0% = median of the test wells and 100% = reference compound wells
# BoNT F protease – inhibitors of Botulinum neurotoxin F light chain protease | inhibition, % at 10 µM | actives 0.22% (n = 360,000) | Multiplex microsphere protease cleavage assay, flow cytometry; in the data active = inhibition above about 35%, passing the limit was not always enough; inconclusive = no clear call, values can overlap the other calls; also: plate controls were buffer without enzyme for full effect and enzyme alone for no effect
# PriA SSB inh – K. pneumoniae PriA-SSBct interaction inhibition. AlphaScreen SSBct-PriA binding, biotinylated peptide. inhibition, % at 33 µM. actives 0.6% (n = 430,000); in the data active = inhibition mostly above about 37%, no sharp cut-off; inactive = mostly below about 20%;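 also: plate controls were negative control peptide for no effect and reference peptide for full effect; strong numbers were not always called active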
# BoNT-A LC inh2 – blocks Botulinum neurotoxin A light chain protease. multiplex microsphere protease substrate cleavage, flow cytometry. inhibition, % at 10 µM. actives 0.17% (n = 360,000). AID 588499; also: plate controls were buffer without enzyme for full effect and enzyme alone for no effect
# MazEF act – MazEF (E. coli) toxin RNase activation; activation, % at 20 µM; P0AE70; actives 0.32% (n = 350,000); AID 504720; FAM/BHQ RNA-DNA oligo cleavage fluorescence, 5 h; in the data active = activation above about 50%
# Target sequence (P0AE70 whole entry, looked up): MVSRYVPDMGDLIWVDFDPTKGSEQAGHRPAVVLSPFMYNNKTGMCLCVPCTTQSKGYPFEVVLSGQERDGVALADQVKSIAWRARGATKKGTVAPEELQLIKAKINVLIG
# 3CLpro inhibitor – SARS-CoV 3CLpro protease inhibition | P0C6X7 | recombinant SARS-CoV 3CLpro, quenched FRET peptide cleavage | inhibition, % at 6 µM | actives 0.14% (n = 290,000) | AID 1706; in the data active = inhibition above about 12%
# Anthrax LF prot – inhibitors of Bacillus anthracis lethal factor protease; inhibition, % at 10 µM; AID 588501; multiplex microsphere protease cleavage assay, LF; actives 0.12% (n = 360,000); also: plate controls were buffer without enzyme for full effect and enzyme alone for no effect
# Target sequence (P15917 whole entry, looked up): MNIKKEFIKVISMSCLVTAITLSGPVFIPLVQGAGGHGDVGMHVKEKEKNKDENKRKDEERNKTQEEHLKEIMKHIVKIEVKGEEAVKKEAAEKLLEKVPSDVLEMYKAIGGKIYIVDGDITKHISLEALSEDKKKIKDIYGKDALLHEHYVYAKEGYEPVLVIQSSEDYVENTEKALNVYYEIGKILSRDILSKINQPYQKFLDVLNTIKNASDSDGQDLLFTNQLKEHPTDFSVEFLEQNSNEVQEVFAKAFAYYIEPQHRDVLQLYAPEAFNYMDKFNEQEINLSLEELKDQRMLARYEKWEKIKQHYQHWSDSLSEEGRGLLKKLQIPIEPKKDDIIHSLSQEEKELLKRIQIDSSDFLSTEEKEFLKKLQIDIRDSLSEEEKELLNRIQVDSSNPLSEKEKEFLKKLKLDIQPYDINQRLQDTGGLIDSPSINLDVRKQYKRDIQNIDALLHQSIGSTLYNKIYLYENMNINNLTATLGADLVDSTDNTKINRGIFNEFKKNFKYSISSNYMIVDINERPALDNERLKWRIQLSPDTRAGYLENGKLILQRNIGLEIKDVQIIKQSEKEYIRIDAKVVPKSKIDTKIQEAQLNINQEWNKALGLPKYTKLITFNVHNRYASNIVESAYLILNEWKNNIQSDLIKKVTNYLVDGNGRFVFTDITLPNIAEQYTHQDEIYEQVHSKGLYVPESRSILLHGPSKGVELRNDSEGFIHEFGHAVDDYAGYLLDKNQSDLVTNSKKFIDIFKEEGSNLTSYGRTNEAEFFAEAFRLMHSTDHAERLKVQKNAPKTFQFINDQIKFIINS
# Rv3671c inh – Rv3671c (M. tuberculosis) protease inhibition. inhibition, % at 5.96 µM. actives 0.048% (n = 320,000). AID 2606; in the data active = inhibition above about 38%;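 also: extracellular domain of Rv3671c used as enzyme; 0% = enzyme with DMSO and 100% = no enzyme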
# CCHFV vOTU inh – CCHFV vOTU protease inhibition; AID 651958; actives 0.55% (n = 370,000); Pep-AMC fluorescence; inhibition, % at 11.5 µM; in the data active = inhibition above about 30%; also: 0% = vehicle wells with enzyme and 100% = no enzyme wells
# VHR inh abs – DUSP3 (human) phosphatase inhibition. P51452. recombinant VHR phosphatase, pNPP absorbance. inhibition, % at 13.3 µM. actives 0.52% (n = 290,000). AID 1654; in the data active = inhibition above about 50%; also: some compounds called inactive have numbers as strong as hits
# Target sequence (P51452 whole entry, looked up): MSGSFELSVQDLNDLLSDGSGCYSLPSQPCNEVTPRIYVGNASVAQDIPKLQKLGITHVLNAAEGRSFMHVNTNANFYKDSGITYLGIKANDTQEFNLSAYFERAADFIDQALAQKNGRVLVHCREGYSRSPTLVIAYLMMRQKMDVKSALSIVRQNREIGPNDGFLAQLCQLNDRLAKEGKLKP
# * marks the source's active call; other numbers are inactive results; i = inactive; ? = inconclusive; / = no result given; & = joins results of further samples. Rule as the data show it, unless noted: active = inhibition above about 30%; inconclusive = no clear call, values can overlap the other calls; inactive = below that. Some of the compounds tested, so the mix of outcomes need not match the whole.
SMILES,PrPC TRFRET,BoNT F protease,PriA SSB inh,BoNT-A LC inh2,MazEF act,3CLpro inhibitor,Anthrax LF prot,Rv3671c inh,CCHFV vOTU inh,VHR inh abs
NS(=O)(=O)c1cccc(NC(=O)c2cccc(S(=O)(=O)N3CCCCCC3)c2)c1,4,-3,-3,0.2,-8,/,-6,-4,-6,/
c1cc(-c2ccc3nncn3c2)ccc1CN1CCOCC1,-16,-6,/,-0.4,/,/,-1,/,19,/
Cc1ccccc1-n1c(O)c(/C=C/C=Nc2ccccc2)c(=O)[nH]c1=O,-8,4,/,1.0,-477,-8,2,-98,17,2
Cc1cc2c(cc1S(=O)(=O)NCc1ccc(N(C)C)cc1)OCC(=O)N2,-8,-11,6,-0.7,1,-2,-4,-5,-1,17
COc1cc(C=O)ccc1OCCOCCOc1cc(C)ccc1Cl,3,-11,-33,0.0,-6,7,-1,2,8,-16
CSc1n[nH]c(NCc2ccc(Cl)cc2)n1,-3,1,8,1.6,1,7,-4,-3,-3,8
CCCc1nc2ccc(NC(C)=O)cc2c(=O)n1Cc1ccccc1Cl,-2,1,-7,1.7,6,-1,-1,-11,-9,49
COc1ccccc1CCNC(=O)CSc1ccc(-c2ccco2)nn1,-4,-2,1&-6,2.5,5,-1,1,0,-1,-17
Cc1cc(C(=O)N/N=C/c2ccc(Cl)c([N+](=O)[O-])c2)c(C)n1-c1ccc(F)cc1,-23,-6,/,-0.3,13,5,-2,-21,7,-4
Cc1ccc(C(=O)OCC(=O)NCCc2ccc(F)cc2)cc1S(=O)(=O)N1CCOCC1,4,-8,-10,-2.5,-7,/,2,-2,0,/
O=C(c1cc(-c2cccs2)on1)N1CCc2ccccc2C1,5,0,-18,2.2,-5,4,-2,-8,-6,22
CN(C)c1cccc2c1c(NC(=O)Nc1ccccc1)nn2C,-11,?,-7,-4.8,-1,-2,0,-5,16,14
CCN1CCC[C@H]1CNC(=O)c1c(OC)ccc(Br)c1OC,3,-10,3,0.1,5,/,-7,-1,4,/
COC(=O)c1ccc(N2CCN(C)CC2)c([N+](=O)[O-])c1,-24,-3,-12,-0.7,13,-5,-1,4,10,-3
c1coc(-c2nnc(SCc3cn4ccccc4n3)o2)c1,-5,0,-14,0.3,6,0,1,-1,6,28
O=S(=O)(c1ccccc1)N(CC1CO1)c1cc(Cl)ccc1Cl (centres undefined),-13,-6,-3,1.0,5,-4,-1,-4,12,41
CCCC1c2ccsc2CCN1C(=S)NC (centres undefined),-4,?,6,-7.8,10,0,-10,-4,-11,-2
OC[C@@H](O)[C@@H](O)[C@H](O)[C@@H](O)CO,-4,-5,-13,0.2,0,/,0,2,8,/
O=C(COc1ccc(Cl)c(Cl)c1)NN1C(=O)C2C(C1=O)C1C=CC2C12CC2 (centres undefined),6,-4,32,-0.4,-1,8,2,7,-2,15
Cc1ccc2c(CSc3nnc(C4CC4)n3N)cc(=O)oc2c1,-3,-21,-6,-2.4,2,2,-7,4,-15,49
CC(C)OCCCNC(=O)CN1CCN(Cc2ccc(Cl)cc2)C1=O,6,26,-14,4.6,18,1,-3,-1,18,26
CC(C)c1ccc(S(=O)(=O)Nc2ccc(N3CCOCC3)cc2)cc1,5,-3,21,0.0,1,0,-3,11,10,36
COc1cccc(OCc2nn3c(=O)c(-c4ccccc4)nnc3s2)c1,-10,-3,4,-0.6,5,2,3,/,10,16
CCOC(=O)c1cc(C#N)c(N2CCNCC2)nc1C(F)(F)F,-13,?,-3,-2.0,6,-3,2,2,-1,38
COc1ccc(NC(=O)C(NC(C)=O)C(=O)NCc2ccccc2)cc1 (centres undefined),-4,-10,-7,0.2,3,1,0,-3,6,19
COc1ccc(C=CC(=O)C=CC=Cc2ccccc2)cc1,-7,2,-6,0.3,-16,/,1,/,-12,/
Cc1ccc(NC(=S)Nc2ncccc2C)c(C)c1,7,4,34,0.4,2,-5,2,7,-6,28
CCOc1cc(N2CCOCC2)c(OCC)cc1NC(=O)CN1C(=O)NC(C)(c2ccc(OC)cc2)C1=O (centres undefined),-6,-8,5,-0.5,-8,/,1,/,-9,/
O=C(COc1ccccc1)NC(NC(=S)Nc1ccccc1O)C(Cl)(Cl)Cl (centres undefined),0,-10,5,0.6,6,-1,-7,-4,-24,19
O=C(Cn1nnc(-c2ccc(Cl)cc2)n1)NC1CC2CCC1C2 (centres undefined),13,-11,1,-1.4,6,4,-5,-14,9,36
CCC(=O)N(c1nnc(SC(C)C(=O)Nc2ccc(N3CCOCC3)cc2)s1)C1CC1 (centres undefined),-5,-1,/,-0.1,3,/,-6,/,-11,/
COc1ccc(C(=O)NNC(=O)c2cccc3ccccc23)cc1,-15,-6,-4,0.3,7,/,2,/,1,/
C=CCSc1ncc(C(=O)OCC)c(N)n1,3,-8,-9,-0.4,6,2,7,-11,23,20
C/C(=N\NC(=O)c1nnn(-c2nonc2N)c1C(C)C)c1cc(C)sc1C,3,2,/,0.3,2,1,-1,3,8,2
CC(C)C(=O)NCc1cc(-c2ccccc2)no1,5,3,-9,0.1,-8,-3,0,0,18,45
O=C(COC(=O)COc1ccc(Br)cc1)NCc1ccccc1,-2,4,-16,0.2,3,/,0,-4,16,/
CC(OC(=O)CSc1ccccc1)C(=O)NC1CCCCC1C (centres undefined),5,-4,-10,0.4,-1,/,-2,/,13,/
O=C(Cn1cccc1C(=O)c1ccccc1)NCCc1ccc(Cl)cc1,2,-4,0,-1.7,7,-3,-3,0,-10,18
Cc1sc2nc(C(C)C)nc(SCC(=O)NCc3ccco3)c2c1C,7,-14,-1,-1.1,-3,1,-3,7,2,11
CC1CCN(C(=O)C2CCC(C)(C(=O)O)C2(C)C)CC1 (centres undefined),0,-4,-2,-0.7,-2,4,-1,0,-5,-2

# Given with each value named: entries from further up
CC(C)C(=O)NCc1cc(-c2ccccc2)no1
  PrPC TRFRET: 5 | BoNT F protease: 3 | PriA SSB inh: -9 | BoNT-A LC inh2: 0.1 | MazEF act: -8 | 3CLpro inhibitor: -3 | Anthrax LF prot: 0 | Rv3671c inh: 0 | CCHFV vOTU inh: 18 | VHR inh abs: 45
O=C(COC(=O)COc1ccc(Br)cc1)NCc1ccccc1
  PrPC TRFRET: -2 | BoNT F protease: 4 | PriA SSB inh: -16 | BoNT-A LC inh2: 0.2 | MazEF act: 3 | 3CLpro inhibitor: / | Anthrax LF prot: 0 | Rv3671c inh: -4 | CCHFV vOTU inh: 16 | VHR inh abs: /
CC(OC(=O)CSc1ccccc1)C(=O)NC1CCCCC1C (centres undefined)
  PrPC TRFRET: 5 | BoNT F protease: -4 | PriA SSB inh: -10 | BoNT-A LC inh2: 0.4 | MazEF act: -1 | 3CLpro inhibitor: / | Anthrax LF prot: -2 | Rv3671c inh: / | CCHFV vOTU inh: 13 | VHR inh abs: /
O=C(Cn1cccc1C(=O)c1ccccc1)NCCc1ccc(Cl)cc1
  PrPC TRFRET: 2 | BoNT F protease: -4 | PriA SSB inh: 0 | BoNT-A LC inh2: -1.7 | MazEF act: 7 | 3CLpro inhibitor: -3 | Anthrax LF prot: -3 | Rv3671c inh: 0 | CCHFV vOTU inh: -10 | VHR inh abs: 18

# Further entries
SMILES,PrPC TRFRET,BoNT F protease,PriA SSB inh,BoNT-A LC inh2,MazEF act,3CLpro inhibitor,Anthrax LF prot,Rv3671c inh,CCHFV vOTU inh,VHR inh abs
Cc1cccn2c(=O)c(/C=C(\C#N)C(N)=O)c(N3CCCCCC3)nc12,-11,9,5,-0.3,5,0,-2,-12,-6,10
CCOC(=O)N1CCN(C(=O)CN(c2ccc(Cl)c(C(F)(F)F)c2)S(C)(=O)=O)CC1,-3,4,-3,0.1,-2,-5,-1,4,0,-21
COc1cc(Br)cc(C(=O)N2CCc3ccccc32)c1OC,0,-2,/,-0.3,0,/,-12,/,13,/
CC/C(=N/Nc1ccccc1C)c1cnnc(SC)n1,-2,-5,/,1.0,14,0,-1,-11,10,24
CC(=O)SC1CC(=O)C=C2CCC3C4CCC(=O)OC4(C)CCC3C21C (centres undefined),6,2,3,-0.1,-3,/,-2,/,1,/
Cc1ccc(Sc2cnccc2C#N)cc1,-1,3,-21,1.9,0,0,-8,-5,6,-16
COc1cc(OC)c(C(=O)O/N=C(\N)c2ccccn2)cc1OC,8,32,i,0.3,9,2,-7,-5,16,6
CCC(CO)NCc1cc(OC)c(OCC(=O)NCCc2ccccc2)cc1Br (centres undefined),6,-6,-5,0.1,0,1,0,-3,13,2
FC(F)(F)C1=NC(C(F)(F)F)=NP(N2CCOCC2)(N2CCOCC2)=N1,1,-1,0,0.1,2,2,8,4,4,14
CC(C)(CO)NCC(O)Cn1cc(C=O)c2ccccc21 (centres undefined),3,-1,-4,-0.8,-3,-4,-1,3,2,12
C=C1C(C(=O)Nc2ccc(OC)cc2)C1C(=O)Nc1ccc(OC)cc1 (centres undefined),0,-6,-8,-1.2,3,-1,-12,-1,-9,8
COc1ccccc1CC(=O)NC1CCN(Cc2ccccc2)CC1,-11,6,0,2.4,-5,3,-16,-2,1,13
Cc1ccc(OCC(=O)Oc2cccc(C)c2C)cc1,5,/,-65,/,-4,-8,/,1,-4,14
O=C(COC(=O)c1ccccn1)Nc1ccccc1Cl,0,-14,4,0.7,2,1,2,-5,-3,12
CSc1cccc(NC(=O)C2CCN(S(=O)(=O)c3ccc4c(c3)NC(=O)CO4)CC2)c1,0,-3,-6,0.1,4,-1,0,-5,0,7
Cc1sc2ncn(CC(=O)NCCCC(=O)N3CCN(c4ccccc4)CC3)c(=O)c2c1C,3,9,-14,1.3,1,-5,6,3,-3,10
CCCC(=O)Nc1ccccc1-c1nnc(SCC)[nH]c1=O,1,0,-5,-0.6,5,2,-14,1,-3,-8
CC(=O)Nc1ccc(-c2ccnc3c2CC(C)(C(=O)NCc2ccncc2)O3)cc1 (centres undefined),1,-6,/,0.0,/,/,1,/,-16,/
Cc1cc2cc(C(c3nnnn3C(C)(C)C)N(Cc3ccco3)CC3CCCO3)c(=O)[nH]c2cc1C (centres undefined),3,-3,-3,-0.9,2,3,-3,2,-4,48
CCC(C)Sc1nc2c(cnn2-c2ccccc2)c(=O)[nH]1 (centres undefined),-2,-1,0,-0.2,10,0,-9,-15,7,-36
O=C(NCCCN1CCCC1=O)c1ccc2c(c1)NC(=O)c1ccccc1S2,-5,-3,2,-0.3,9,-3,-6,4,6,25
CCn1c(C)cc(/C=C2/NC(=O)N(CC(=O)Nc3cccc(C)c3)C2=O)c1C,1,-7,12,0.2,2,2,-2,9,31*,16
COc1ccc(C2=NS(=O)(=O)N(C)C(C(=O)N3CCC4(CC3)OCCO4)=C2)cc1OC,3,7,-12,1.1,-2,-2,0,-11,17,21
O=C(O)C12C3CCCC1C32c1ccccc1 (centres undefined),2,-4,-26,-0.6,-4,-2,-10,-12,3,2
COc1ccc(OC(=O)c2cccnc2)cc1,4,-11,-11,-0.7,5,4,-3,-6,-8,27
COCCNC(=O)C1CCCN(c2ncccn2)C1 (centres undefined),2,0,7,1.9,0,1,-2,5,-2,6
CCCCCNC(=O)C(C)NS(=O)(=O)c1ccc(OC)cc1 (centres undefined),3,13,-16,1.3,-18,2,1,1,-1,28
COc1ccc(N(CC(=O)Nc2ccc(S(=O)(=O)N3CCOCC3)cc2)S(C)(=O)=O)cc1OC,8,-3,/,0.2,3,/,0,/,1,/
Cc1c(C(=O)OCC(=O)NCCN2C(=O)CSC2=O)oc2c1ccc1ccccc12,3,-5,-6,-0.6,-4,-1,-4,-10,-24,-1
COC(C)(C)[C@]12CC(O)(c3ccccc3)ON1[C@H]1CCCCC1N2O (some centres undefined),2,2,-2,0.2,-9,2,-2,9,13,-5
CC(C)=CC(=O)Nc1nnc(C)s1,-2,-6,-25,0.9,-2,-1,-2,5,-5,22
CC1(C(=O)Nc2cccc3cccnc23)CCN1C(=O)Cc1ccc(Cl)cc1Cl (centres undefined),-2,6,/,0.6,/,/,-8,/,9,/
CCCC[C@@H]1CNC(=S)N1CCC12CC3CC(CC(C3)C1)C2,-2,2,1,-0.1,0,4,-7,0,10,-11
Cc1ccc(S(N)(=O)=O)cc1NC(=O)C(c1ccccc1)c1ccccc1,-7,-7,-4,-1.0,5,4,-12,2,4,4

# High-throughput results: PubChem, several laboratories
